From PubChem
P. falciparum M1AAP: P. falciparum M1AAP inhibitors, biochemical, fluorogenic H-Leu-NHMec substrate, 1536-well (AID 1445); recombinant M1AAP, H-Leu-NHMec fluorogenic kinetic assay; higher % means a stronger effect; one-dose inhibition, % at 30 µM; IC50 in µM for titrated hits; hit rate 0.42% among 220,000;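 active = primary inhibition above the hit cutoff, then over 50% inhibition at one or more dose response concentrations, cut at about 23% in these data, passing the limit was not always enough; inconclusive = conflicting primary data, or primary hits not chosen for dose response; inactive = low primary inhibition, or under 50% at every dose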;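 also: plate controls were DMSO full reaction for no effect and no enzyme background for full effect; strong numbers were not always called active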
Lipid droplet: hepatic lipid droplet formation modulation. AID 1656. inhibition, % at 6.5 µM. AML12 mouse hepatocytes, oleate lipid droplets, BODIPY imaging. hit rate 0.4% among 240,000;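 active = lipid droplet intensity inhibited by at least 50%, with more than 500 cells counted; inconclusive = wells with under 300 cells, treated as cytotoxic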
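Test system: AML12 hepatocytes (mouse); reagent: oleate loading, 100 µM; dosing: one dose, 6.5 µM compound; incubation: overnight exposure; signal: fluorescence imaging, 20x objective, two fields per well; read-out basis: % inhibition of corrected integrated BODIPY droplet signal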
M17LAP inhibition: P. falciparum M17LAP inhibitors, primary screen, biochemical, fluorogenic H-Leu-NHMec substrate, 1536-well (AID 1619); inhibition, % at 30 µM; hits with a dose series show IC50 in µM; hit rate 0.38% among 220,000; recombinant M17LAP, H-Leu-NHMec fluorogenic kinetic assay; higher % means a stronger effect;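 active = compound inhibiting the enzyme by more than half at any dose during confirmatory dose-response retesting; inconclusive = strong single-dose inhibitors picked by rank but not retested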;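 also: plate controls were full reaction with DMSO carrier for no effect and no enzyme background for full effect; strong numbers were not always called active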
SIAH1 antagonists: Siah-1 peptide-binding antagonists, primary screen, biochemical, fluorescence polarization, rhodamine-plectin, uHTS (AID 1817) | displacement, % at 20 µM; hits with a dose series show IC50 in µM | Siah-1 / rhodamine-plectin peptide fluorescence polarization; higher % means a stronger effect | hit rate 0.02% among 290,000;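 active = displacement of at least 50% at 20 µM, with a fluorescence ratio check between 0.3 and a set limit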;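 also: plate controls were Siah plus tracer with DMSO for no effect and tracer alone without Siah for full effect; strong numbers were not always called active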
XIAP antagonists: XIAP antagonists, biochemical, IAP family, fluorescence polarization (AID 1018) | XIAP BIR domain, fluorescence polarization peptide displacement; higher % means a stronger effect | hit rate 0.007% among 200,000 | displacement, % at 20 µM, or IC50 in µM where a hit was titrated; in the data active = displacement above about 50%; also: a part of the inactive calls stands beside numbers as strong as those of hits
PMI inhibition: MPI inhibition at elevated mannose 6-phosphate – biochemical, fluorescence intensity, high mannose 6-phosphate, primary screen (AID 1220); inhibition, % at 20 µM; hits with a dose series show IC50 in µM; hit rate 0.66% among 190,000; recombinant PMI enzyme, coupled fluorescence intensity; higher % means a stronger effect
human PMI inhibition: inhibitors of human PMI, primary screen, biochemical, fluorescence intensity, coupled assay (AID 1209); hit rate 0.42% among 190,000; inhibition, % at 20 µM; hits with a dose series show IC50 in µM; purified PMI enzyme, coupled fluorescence intensity; higher % means a stronger effect;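 also: plate controls were DMSO vehicle for no effect and wells lacking substrate for full effect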
TNAP activation fold: human TNAP enzyme activators, primary screen, biochemical, luminescent, no phosphate acceptor, uHTS (AID 1001) | purified TNAP, luminescent activation assay, no phosphate acceptor; higher activation fold means a stronger effect | activation fold at 20 µM, or EC50 in µM where a hit was titrated | hit rate 0.03% among 200,000; in the data active = activation fold from about 3, or a potency from the dose series; inactive = the rest, 99 in 100 with activation fold below about 1.6; also: many of its hits are not listed in these tables
UTI89 phage lysis: inhibition of K1F phage lysis, E. coli UTI89, bacterial capsule biogenesis inhibitors, alamar blue (AID 488966); E. coli UTI89 K1F phage lysis, alamar blue, 2 h; higher % means a stronger effect; inhibition, % at 100 µM, or IC50 in µM where a hit was titrated; hit rate 0.02% among 340,000;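 active = phage lysis inhibition, versus mean bacterial control, above a set limit; inconclusive = no clear call, values can overlap the other calls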;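 also: capsule biogenesis inhibitors block K1F phage lysis so surviving cells raise fluorescence; higher fluorescence means more inhibition of phage lysis; actives were called in the ten point dose series up to 300 µM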
Lipid droplet cells 6.5 µM: further read-out of Lipid droplet, marked with its call; cell count; measured here: cell count, cytotoxicity flag;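 cells counted across two imaged fields per well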
An asterisk follows results filed as active; ? = inconclusive; . = no result given; & = joins results of further samples; [ ] = dose if it differs, or a comment. Rule as the data show it, unless noted: active = inhibition above about 50%; inactive = the rest.

| cpd | SMILES | P. falciparum M1AAP | human PMI inhibition | SIAH1 antagonists | TNAP activation fold | Lipid droplet |
| --- | --- | --- | --- | --- | --- | --- |
| 1 | CC1OC(NCCc2ccccc2)C(O)C(O)C1O (stereo not given) | 5.2% | 2.5% | 1.4% | 1 | 16.3 |
| 2 | O=C(c1cccc(C(F)(F)F)c1)C1CCCN(Cc2ccccc2O)C1 (stereo not given) | 1.7% | 7.1% | 0.0% | 1.1 | -0.9 |
| 3 | CCNCC1(c2ccc(OC)c(OC)c2)CCCC1 | 0.0% | 4.7% | 0.3% | 1.1 | . |
| 4 | NCCc1ccc(S(N)(=O)=O)cc1 | -7.2% | -3.8% | 4.7% | 1.1 | -1.6 |
| 5 | CCOc1cc(CNCCc2c[nH]c3ccccc23)cc(Cl)c1OC | 1.0% | 1.1% | -8.4% | 1.1 | -84.5 |
| 6 | CC[N+](C)(CC)CCCOC(=O)C(O)(c1ccccc1)C1CCCCC1 (stereo not given) | ? | 7.1% | 18.7% | 1.1 | -13.4 |
| 7 | CCC(C)C1(CC)C(=O)NC(=O)N=C1N (stereo not given) | 6.4% | -6.3% | -0.1% | 0.9 | -0.6 |
| 8 | CCC(C)N1CCN(C(=O)Cc2ccccc2)CC1 (stereo not given) | 0.0% | 5.4% | 6.7% | 1.1 | 0.2 |
| 9 | CCCCn1c(=O)c(C(=O)NCc2ccco2)c(O)c2ccccc21 | 1.3% | -7.2% | -1.2% | 1.1 | -5.4 |
| 10 | CCCC1(CCC)C(=O)NC(=Nc2ccccc2)NC1=O | 8.1% | 7.3% | 2.2% | 1.1 | -4.8 |
| 11 | C[C@@H]1O[C@@H](Oc2c(-c3cc(O)c(O)c(O)c3)oc3cc(O)cc(O)c3c2=O)[C@H](O)[C@H](O)[C@H]1O | 19.9% | 65.7%* | 45.8% | 0.5 | -4.0 |
| 12 | CC(C)OC(=O)C1C2c3ccccc3C(c3ccccc32)C1C(=O)O (stereo not given) | 4.3% | . | 3.0% | 1 | 3.5 |

| cpd | XIAP antagonists | M17LAP inhibition | PMI inhibition | UTI89 phage lysis | Lipid droplet cells 6.5 µM |
| --- | --- | --- | --- | --- | --- |
| 1 | -9.0% | 3.1% | -2.1% | -0.1% | 803 |
| 2 | -2.2% | 3.5% | 8.4% | 0.2% | 765 |
| 3 | -4.3% | 0.5% | 13.6% | 1.7%[50 µM] | . |
| 4 | -4.5% | -2.1% | -6.6% | 0.8% | 703 |
| 5 | -3.8% | -5.4% | -3.0% | 0.4% | 706 |
| 6 | -11.0% | 0.6% | -0.1% | 0.2% | 738 |
| 7 | -20.6% | 11.4% | -14.4% | 0.1% | 694 |
| 8 | -1.2% | 12.4% | 0.9% | -0.8% | 778 |
| 9 | -2.3% | -16.0% | -13.0% | -1.3% | 703 |
| 10 | -1.7% | 12.9% | 7.4% | -1.6% | 801 |
| 11 | -10.2% | 26.3% | 31µM* | 2.0% | 701 |
| 12 | -3.5% | 10.1% | . | -1.0% | 722 |

Later entries:
| cpd | SMILES | P. falciparum M1AAP | human PMI inhibition | SIAH1 antagonists | TNAP activation fold | Lipid droplet |
| --- | --- | --- | --- | --- | --- | --- |
| 13 | O=C1NC(=O)C2(Cc3ccccc3N3CCCC32)C(=O)N1c1ccc(Cl)cc1 (stereo not given) | 11.3% | -59.0% | -1.3% | 1.1 | . |
| 14 | C=CCN1CC[C@]23c4c5ccc(O)c4O[C@H]2C(=O)CC[C@@]3(O)[C@H]1C5 | 2.6% | -9.1% | -0.8% | 1.1 | 7.0 |
| 15 | Cc1ccc(S(=O)(=O)N2CCCC2c2cccnc2)cc1 (stereo not given) | -1.4% | . | -6.3% | . | 5.3 |
| 16 | CCc1nnc(NS(=O)(=O)c2ccc(N=Cc3c(O)n(-c4ccccc4)c(=O)[nH]c3=O)cc2)s1 | 15.8% | -60.1% | 0.5% | 1 | 45.4 |
| 17 | O=C(CCCCCn1c(=S)[nH]c2ccccc2c1=O)N1CCC2(CC1)OCCO2 | 2.2% | 3.9% | 1.1% | 1.1 | . |
| 18 | Brc1ccc(CN2CCNCC2)s1 | -2.3% | 6.9% | -1.8% | 1.2 | 19.4 |
| 19 | CCN1CCN(Cc2cc(Br)cc(Br)c2O)CC1 | 14.0% | -3.3% | 1.2% | 1.1 | -11.0 |
| 20 | COc1cc(CC2C(=O)N(C)C(=O)N(C)C2=O)ccc1OCc1ccccc1 | -0.7% | 0.3% | 1.1% | 1.1 | . |
| 21 | CN(C)CCn1cnc2ccccc21 | 1.0% | . | 1.5% | . | 5.5 |
| 22 | COc1ccc(C(O)P(=O)(OC(C)C)OC(C)C)cc1 (stereo not given) | -0.2% | . | 12.3% | . | -21.8 |
| 23 | C[C@@H]1C2C[C@@]34COC(=O)C3=CC=C[C@H]4[C@@]13C[C@H](c1ccoc1)O[C@@H]3O2 | 9.2% | 2.4% | -5.2% | 1.1 | -25.7 |
| 24 | CCN1CCN(c2nc3c(c(=O)[nH]2)CCCC3)CC1 | 8.4% | 3.9% | 0.7% | 1.1 | . |

| cpd | XIAP antagonists | M17LAP inhibition | PMI inhibition | UTI89 phage lysis | Lipid droplet cells 6.5 µM |
| --- | --- | --- | --- | --- | --- |
| 13 | -4.4% | 10.9% | -57.7% | . | . |
| 14 | -5.0% | -3.3% | 1.6% | -5.1%&3.1% | 665 |
| 15 | . | -0.7% | . | -0.1% | 744 |
| 16 | -6.0% | 27.2% | -37.7% | -0.6% | 752 |
| 17 | -2.7% | 1.4% | 0.0% | -0.4% | . |
| 18 | -2.7% | 12.9% | 11.1% | 0.4% | 780 |
| 19 | -9.3% | -2.1% | -7.2% | -0.1% | 713 |
| 20 | 0.5% | 8.1% | 4.2% | 1.1%[50 µM] | . |
| 21 | . | 1.8% | . | 0.0% | 759 |
| 22 | . | 0.2% | . | -0.1% | 674 |
| 23 | -10.3% | 2.0% | -1.6% | . | 699 |
| 24 | -4.6% | -4.6% | 3.1% | 0.7% | . |

The listing continues:
| cpd | SMILES | P. falciparum M1AAP | human PMI inhibition | SIAH1 antagonists | TNAP activation fold | Lipid droplet |
| --- | --- | --- | --- | --- | --- | --- |
| 25 | Cc1nc2ccccc2c(=O)n1-c1cccnc1 | 1.2% | 2.7% | 2.6% | 1.1 | -1.1 |
| 26 | O=C(NC1CN2CCC1CC2)c1cc(Cl)c([N+](=O)[O-])c2nc[nH]c12 (stereo not given) | 4.4% | 13.3% | 4.2% | 1 | -28.4 |
| 27 | CCOC(=O)c1c(C)n(C(C)C)c2ccc(OC(=O)c3ccc(N4C(=O)CCC4=O)cc3)cc12 | 4.9% | 24.0% | -3.4% | 1 | 10.7 |
| 28 | O=C1NC(=O)N(Cc2ccc(F)cc2)C(=O)/C1=C/c1cccs1 | 16.8% | -9.2% | -0.3% | 1 | 11.8 |
| 29 | O=C1C(c2ccccc2)=C(N2CC2)c2ccccc21 | 6.7% | -0.2% | 3.5% | 1.1 | . |
| 30 | CCCCn1c(=O)c(C=Nc2ccc(Cl)cc2)c(O)n(Cc2ccco2)c1=O | 3.2% | -13.8% | 11.1% | 1 | -0.4 |
| 31 | COc1ccc(OCC#CCN2CCC(C)CC2)cc1 | -4.2% | 2.9% | 9.1% | 1.1 | 7.2 |
| 32 | O=C(C(=O)N1CCOCC1)c1cn(CCCOc2ccccc2)c2ccccc12 | 5.1% | 17.4% | -1.7% | 1.1 | -13.8 |
| 33 | CCCOP(=O)(OCCC)C(NC(=O)c1ccccc1)=C(Cl)Cl | 7.6% | 2.1% | 4.3% | 1.2 | 31.4 |
| 34 | CCC/C(=N\O)c1c[nH]c2ccccc12 | 8.3% | 1.6% | 1.4% | 1 | . |
| 35 | COc1ccc(/C=C2\C(=O)NC(=S)N(C)C2=O)cc1C | 19.9% | -71.0% | 7.6% | 1.1 | -1.7 |
| 36 | Cc1cccn2c(NCC3CCCO3)c(C(C)C)nc12 (stereo not given) | 16.4% | -6.3% | 10.1% | 1.1 | . |

| cpd | XIAP antagonists | M17LAP inhibition | PMI inhibition | UTI89 phage lysis | Lipid droplet cells 6.5 µM |
| --- | --- | --- | --- | --- | --- |
| 25 | 0.5% | -9.5% | 0.3% | 3.4% | 762 |
| 26 | -2.4% | 8.4% | 20.2% | 0.0% | 646 |
| 27 | -3.1% | -9.0% | 19.2% | 2.2%[50 µM] | 729 |
| 28 | -3.5% | 12.0% | -19.1% | 0.3% | 758 |
| 29 | -3.6% | 11.8% | 3.3% | 0.6% | . |
| 30 | 1.0% | 24.8% | -12.4% | 0.4% | 578 |
| 31 | -3.2% | -6.2% | -2.6% | -0.1% | 686 |
| 32 | -3.6% | 4.6% | 16.3% | -0.4% | 652 |
| 33 | -1.1% | -5.4% | -6.8% | -0.3% | 681 |
| 34 | -3.0% | 5.3% | 7.1% | 1.1% | . |
| 35 | -6.2% | 21.9% | -153.8% | 0.6% | 683 |
| 36 | -2.1% | -15.2% | 4.3% | 0.3% | . |

These rows are one share of the data. The share of hits here may be higher or lower than overall.
